TGFb inhibitor: blocks TGF-b signaling. HepG2 CAGA-GFP TGF-b/SMAD3 reporter, GFP fluorescence, 18 h; TGF-beta stimulated, 500 pg/mL final. Potency, µM (highest dose often 46.1 µM), inactives show at the highest dose activity, negative = inhibition, usual class: inhibitors. 410,000 tested, 1.2% active. AID 588855; also: potency is read from the fitted curve at half-maximal effect; % is scaled to controls: 0 for no effect and ±100 for the full control effect; nearly all actives have a fitted effect of over 65% in size
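First, reporter cells (HEPG2 CAGA-GFP) rested 2 h at 37 degrees C. Next, compounds were pinned in and TGF-beta added to 500 pg/mL final. After 18 h, GFP was imaged per cell and summed per well.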
EPAC2 antag: antagonists of human EPAC2; Potency, µM (titrated, usually from 114 µM), for inactives: at the highest dose activity, negative = inhibition, actives largely listed as inhibitors; EPAC2 GEF exchange of Rap1B-BODIPY-GDP, fluorescence; AID 720708; Q8WZA2; 360,000 tested, 0.18% active; also: potency is read from the fitted curve at half-maximal effect; % is scaled to controls: 0 for no effect and ±100 for the full control effect; nearly all actives have a fitted effect of over 45% in size; many of its hits are not listed in these tables
Target sequence (Q8WZA2 whole entry, looked up): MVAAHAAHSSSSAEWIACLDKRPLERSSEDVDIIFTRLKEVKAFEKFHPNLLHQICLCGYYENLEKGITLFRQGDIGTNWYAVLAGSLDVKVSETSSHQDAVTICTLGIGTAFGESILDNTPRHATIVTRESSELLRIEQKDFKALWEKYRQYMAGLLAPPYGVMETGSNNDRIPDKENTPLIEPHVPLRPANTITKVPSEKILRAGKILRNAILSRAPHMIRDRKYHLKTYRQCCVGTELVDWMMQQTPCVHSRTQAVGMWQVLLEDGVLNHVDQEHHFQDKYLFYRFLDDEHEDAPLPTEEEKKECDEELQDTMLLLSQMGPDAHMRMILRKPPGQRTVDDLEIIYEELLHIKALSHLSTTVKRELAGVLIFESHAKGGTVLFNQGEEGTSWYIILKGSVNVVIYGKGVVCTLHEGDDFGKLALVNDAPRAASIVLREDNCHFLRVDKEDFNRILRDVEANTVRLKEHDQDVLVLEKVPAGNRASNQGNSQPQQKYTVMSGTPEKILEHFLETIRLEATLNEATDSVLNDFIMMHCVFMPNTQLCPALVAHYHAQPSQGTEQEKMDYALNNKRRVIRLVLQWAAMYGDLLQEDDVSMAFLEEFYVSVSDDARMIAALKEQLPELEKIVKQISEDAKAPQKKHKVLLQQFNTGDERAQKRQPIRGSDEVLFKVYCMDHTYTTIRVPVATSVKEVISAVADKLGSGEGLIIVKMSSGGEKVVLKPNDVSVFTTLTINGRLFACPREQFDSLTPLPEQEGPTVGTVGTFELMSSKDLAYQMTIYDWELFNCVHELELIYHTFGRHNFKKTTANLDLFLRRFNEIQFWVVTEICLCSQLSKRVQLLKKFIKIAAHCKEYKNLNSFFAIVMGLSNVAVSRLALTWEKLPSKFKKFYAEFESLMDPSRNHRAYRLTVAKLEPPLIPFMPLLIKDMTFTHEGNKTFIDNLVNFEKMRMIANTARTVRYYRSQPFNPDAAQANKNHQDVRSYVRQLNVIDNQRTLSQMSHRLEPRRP
A549 tox: kills or reduces viability of A549 cells in Nrf2 counter-screen. AID 504648. 390,000 tested, 0.16% active. Potency, µM (top dose mostly 46 µM), for inactives: top-dose activity change, negative = cytotoxicity, usual class: inhibitors. A549 ARE-Fluc cells, CellTiter-Fluor viability, 18-24 h; also: potency is read from the fitted curve at half-maximal effect; % is scaled to controls: 0 for no effect and ±100 for the full control effect
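A549 ARE_Fluc cells in 5% FBS OPTI-MEM were exposed to compounds in concentration-response for 18-24 h at 37 deg C. Viability was read by CellTiter-Fluor fluorescence (Ex 405/Em 525) after 30 min, before the luciferase read.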
MmCpn inh: blocks the Methanococcus maripaludis chaperonin Mm-Cpn. purified Mm-Cpn ATPase, ADP Transcreener TR-FRET. Potency, µM (top dose mostly 76.9 µM), for the others: at the top dose activity, negative = inhibition, hits mostly inhibitors. 330,000 tested, 0.031% active. AID 504842; also: potency is read from the fitted curve at half-maximal effect; % is scaled to controls: 0 for no effect and ±100 for the full control effect; nearly all actives have a fitted effect of over 80% in size
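Measured: ADP formation by purified Mm-CPN. Conditions: 25 nM protein, 10 uM ATP, Tris pH 7.4 with Mg2+, K+ and DTT, 37°C for 30 min. Detection: Transcreener HTRF after 30 min at room temperature.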
Nrf2 ARE act: activates Nrf2 signaling; AREc32 ARE-luciferase reporter (MCF7-derived line), luminescence, 24 h; Potency, µM (highest dose often 46.1 µM), for inactives: at the highest dose activation, hits mostly activators; 410,000 tested, 0.31% active; also: potency is read from the fitted curve at half-maximal effect; % of control where 0% means no effect; nearly all actives have a fitted effect of over 65% in size
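ARE activation measured as luciferase luminescence (Steady-Glo, 30 min RT) in AREc32_Fluc cells after 24 hr compound exposure at 37 deg C, 5% CO2; cells seeded overnight at 1000/well in OPTI-MEM, 5% FBS.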
EPAC2 ag: activates human EPAC2 exchange factor | AID 720711 | Potency, µM (doses to about 154 µM), for the others: at the highest dose activation, usual class: activators | 360,000 tested, 0.079% active | Q8WZA2 | EPAC2 activation, biochemical qHTS; response scale: 100% = 6.5 mM cAMP response; also: potency is read from the fitted curve at half-maximal effect; nearly all actives have a fitted effect of over 50% in size
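In this primary screen, activation is scored as increased exchange of BODIPY-GDP from Rap1B by 100 nM EPAC2, with 50 uM GDP as competitor. Signal is normalized to the 6.5 mM cAMP agonist control.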
Nrf2 inh: inhibitors of Nrf2 signaling; A549 ARE-Fluc reporter, luciferase luminescence, 18-24 h; Potency, µM (top dose mostly 46 µM), without a hit: at the highest dose activity change, negative = inhibition, actives largely listed as inhibitors; 360,000 tested, 2.1% active; AID 504444; also: potency is read from the fitted curve at half-maximal effect; % is scaled to controls: 0 for no effect and ±100 for the full control effect; nearly all actives have a fitted effect of over 60% in size
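A549 ARE_Fluc cells (5000/well, 5% FBS OPTI-MEM) pre-incubated 2 h, then treated with compounds 18-24 h at 37C/5% CO2 in concentration-response. CellTiter-Fluor viability read first; BugLite luciferase luminescence after 15 min at room temperature gives Nrf2 activity.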
pAkt inh: blocks phosphorylation of Akt | Neuro2A IGF-stimulated pAkt S473 HTRF, 20 min; active compounds read low | activity change, % for hits at 50 µM | 360,000 tested, 0.32% active; in the data active = activity change below about -80%; inconclusive = mostly about -51% to -80%; also: % is scaled to controls: 0 for no effect and ±100 for the full control effect
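Single-point screen (50 µM final compound) in Neuro2A cells stimulated 20 min with 6 nM IGF at 37 deg C. After lysis, Ser473-phosphorylated Akt read by HTRF (ex 330 nm, em 615/665 nm) as the 665/615 ratio.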
CCT chaperon mod: changes cytosolic chaperonin activity | purified chaperonin ATPase assay, HTRF ADP detection, 30 min | activity change, % (concentration not given with the values), hits read low | 360,000 tested, 0.3% active; in the data active = activity change below about -30%; also: % is scaled to controls: 0 for no effect and ±100 for the full control effect
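First, chaperonin was dispensed at 40 nM or 20 nM final depending on batch activity. Next, compounds were pinned at 76 uM and ATP added at 10 uM. After 30 min at 37 °C, ADP detection reagents ran 30 min at ambient temperature.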
Starred values were filed as active, the others as inactive; i = inactive; ? = inconclusive; nt = no result given. Unless noted, calls follow the shape of the dose curve; as a rule, active = well fitted curve in the direction sought with a large enough effect; inconclusive = small, poorly fitted or top-dose-only effect, or another doubt; inactive = no such curve, though single readings can be large; an effect the other way counts as inactive or inconclusive.

Values run as follows: TGFb inhibitor, EPAC2 antag, A549 tox, MmCpn inh, Nrf2 ARE act, EPAC2 ag, Nrf2 inh, pAkt inh, CCT chaperon mod
> Cc1cccc(NC(=O)CN2C(=O)NC3(CCCCCCC3)C2=O)c1C
    12%, -6%, -11%, -1%, 0.4%, 1%, 5%, i, -2.0
> Cc1ccc(NC(=S)NC(NC(=O)c2ccccc2C)C(Cl)(Cl)Cl)c(C)c1 (centres undefined)
    22µM*, 0%, -25%, -1%, 0.6%, -2%, ?, i, 1.3
> COc1ccc(CNc2nc3nc(C)c(Cl)c(C)n3n2)cc1
    0%, 2%, -4%, 0%, 3.3%, -3%, ?, i, 0.9
> CCOC(=O)c1c(O)c2ccccc2n(CC)c1=O
    4%, -2%, 9%, -8%, -0.5%, 4%, 2%, i, -0.2
> Cc1cc(C)cc(SCc2noc(C(=O)NCCC(C)C)c2C(=O)NCCC(C)C)c1
    0%, -28%, -2%, nt, -0.4%, -9%, 9%, i, -1.5
> COc1ccc(C(=O)Cn2c(NCCCO)nc3ccccc32)cc1OC
    8%, -8%, -1%, 1%, 0.2%, 0%, 7%, i, 0.3
> C=CCNC(=O)c1cc(Cl)ccc1[N+](=O)[O-]
    8%, 1%, 7%, 0%, -0.4%, 5%, 13%, i, -0.6
> O=C(NNS(=O)(=O)c1ccc(Cl)cc1)NC1CCCCC1
    0%, 21%, -1%, -5%, -0.2%, -2%, nt, i, -0.9
> CCCN(C(=O)COC(=O)CC1CCCCC1)c1c(N)n(Cc2ccccc2)c(=O)[nH]c1=O
    -3%, 3%, -7%, 0%, -0.4%, -1%, ?, i, -6.1
> CC(C)(C)[C@H]1COC(=O)[C@@H](Cc2ccc(F)cc2)CC/C=C/C[C@@H](CC(=O)N[C@H](CO)Cc2ccccc2)C(=O)N1
    ?, -10%, -18%, 0%, 3.8%, -5%, -13%, i, 1.6
> CCOc1ccc(S(=O)(=O)c2c(C(=O)c3ccc(C)c(C)c3)cnc3ccccc23)cc1
    15%, nt, 2%, nt, 24%, nt, 14%, nt, nt
> O=C(Nc1cccc(-c2nc3ccccc3o2)c1)c1cccnc1
    -7%, 4%, -2%, -5%, -0.4%, -1%, -20%, i, -4.0
> Cc1[nH]c2ccccc2c1C(c1ccccc1)c1cccs1 (centres undefined)
    ?, nt, 4%, nt, -1.6%, nt, -4%, nt, nt
> COc1cccc(NC(=O)CSC2=NN3CCCC(=O)N=C3S2)c1
    -22%, 1%, 1%, 1%, 5.5%, 6%, ?, i, 0.3
> Cc1cccc(NC(=S)N2CCCCCC2)c1C
    10%, 1%, 2%, -3%, -0.3%, 7%, 1%, i, 0.3
> CCC(=O)OCC(=O)Nc1ccc([N+](=O)[O-])cc1OC
    1%, 2%, -6%, 1%, 0.4%, 14%, -1%, i, -0.8
> O=C(Nc1ccc2nc(C3CC3)n(Cc3ccc(F)cc3)c(=O)c2c1)c1ccco1
    ?, 5%, -9%, 1%, 0.3%, 6%, ?, i, 0.3
> Cc1ccc(-c2csc(NC(=O)C3CC(=O)N(Cc4ccco4)C3)n2)cc1 (centres undefined)
    ?, -4%, 1%, 0%, 2.6%, 16%, -23%, i, -1.7
> CC1SCC(=O)N(CC(=O)NCCc2ccccc2)C1=O (centres undefined)
    5%, -4%, -2%, 3%, 0.1%, 11%, 5%, i, 2.4
> CCOc1cc(N2CCOCC2)c(OCC)cc1NC(=O)Cn1cnc2c(=O)n(C)c(=O)n(C)c21
    -7%, 2%, -1%, -5%, -0.7%, 6%, 12%, i, -2.7
> COc1ccc(Cc2noc(CN3CCCC(C(=O)c4cccs4)C3)n2)cc1OC (centres undefined)
    1%, 9%, 0%, -1%, 0.3%, 5%, -14%, i, 1.1
> COC(=O)c1ccc2c(c1)NC1=C(C(=O)CC(C)(C)C1)C(c1ccncc1)N2 (centres undefined)
    -11%, 4%, 1%, -10%, 1.7%, 10%, 7%, i, -6.5
> COCCCNC(=O)CC[C@H]1O[C@@H](n2cnc3c(NC(=O)c4ccccc4)ncnc32)[C@H](O)[C@@H]1O
    -3%, 3%, nt, nt, 0.0%, 2%, nt, i, -3.9
> COc1ccc(-c2c(C(C)=O)c(C)n(C)c2C)cc1
    -2%, -4%, 0%, -11%, 2.7%, 6%, ?, i, -1.2
> Nc1ccccc1SCC(O)Cn1ccc2ccccc21 (centres undefined)
    3%, -25%, -3%, -1%, 0.1%, 0%, -4%, i, -1.3
> CCN1C(=O)[C@H]2[C@@H](c3ccc(OC)cc3)N[C@]3(CCCN(Cc4ccc(F)cc4)C3=O)[C@H]2C1=O
    2%, -7%, nt, nt, 0.1%, -5%, nt, i, 3.9
> CCn1c(C)nc2cc(C(=O)NNC(=O)CCC3CCCCC3)ccc21
    42%, 9%, 8%, 0%, -0.9%, -3%, 2%, i, 0.8
> COc1cccc(/C=N/NC(=O)CN2CC(c3ccccc3)CC2=O)c1OC (centres undefined)
    2%, -5%, 3%, 0%, 5.0%, 4%, -18%, i, -1.1
> COc1ccc(C2C(C(=O)N3CCC(C)CC3)c3ccccc3C(=O)N2C)cc1 (centres undefined)
    -8%, 0%, -11%, 5%, 0.1%, 3%, 2%, i, -3.7
> COc1c(C(=O)Nc2ccc(Cc3ccncc3)cc2)ccc2ccccc12
    ?, -26%, ?, -1%, 0.2%, 26%, ?, i, -0.7

Retrieved by compound from the entries so far (three):
Values run as follows: TGFb inhibitor, EPAC2 antag, A549 tox, MmCpn inh, Nrf2 ARE act, EPAC2 ag, Nrf2 inh, pAkt inh, CCT chaperon mod
> C=CCNC(=O)c1cc(Cl)ccc1[N+](=O)[O-]
    8%, 1%, 7%, 0%, -0.4%, 5%, 13%, i, -0.6
> COc1ccc(-c2c(C(C)=O)c(C)n(C)c2C)cc1
    -2%, -4%, 0%, -11%, 2.7%, 6%, ?, i, -1.2
> CCOc1ccc(S(=O)(=O)c2c(C(=O)c3ccc(C)c(C)c3)cnc3ccccc23)cc1
    15%, nt, 2%, nt, 24%, nt, 14%, nt, nt

(listing goes on)
Values run as follows: TGFb inhibitor, EPAC2 antag, A549 tox, MmCpn inh, Nrf2 ARE act, EPAC2 ag, Nrf2 inh, pAkt inh, CCT chaperon mod
> O=C(CCn1nnnc1CN1CCOCC1)N1CCC(c2ccccc2F)C1 (centres undefined)
    1%, 1%, 1%, -3%, 0.3%, 2%, 6%, i, 1.7
> O=c1c2ccccc2nc(/C=C/c2ccccc2)n1CCc1ccccc1
    0%, 0%, 2%, 0%, -1.4%, -1%, 1%, i, 1.6
> CCOc1ccc(CN(C)C(=O)c2cc3ccccc3o2)cc1OC
    -18%, -14%, 3%, 0%, 2.3%, 13%, ?, i, -2.5
> CCOC(=O)c1c(CSc2ccccc2)n(C)c2cc(Br)c(OC)c(O)c12
    -18%, -6%, 1%, 1%, 0.5%, 8%, -10%, i, 0.1
> Cc1ccc(N2C(=O)/C(=C\c3ccc(C(C)C)cc3)N=C2SC2CCOC2=O)cc1 (centres undefined)
    ?, -2%, 0%, 0%, 0.3%, 4%, -5%, i, -0.8
> Nc1ccc(-c2nnn(Cc3ccccc3)n2)cc1
    7%, 3%, -4%, nt, 0.2%, 5%, ?, i, 0.3
> Cc1cc([N+](=O)[O-])nn1CC(=O)N1c2ccccc2CC1C (centres undefined)
    0%, 17%, -2%, 0%, 0.2%, -2%, 9%, i, 1.7
> CSc1ccc(NC(=O)N2CC=C(n3c(=O)[nH]c4ccccc43)CC2)cc1
    16%, -1%, -18%, 2%, 3.4%, -10%, -16%, i, -3.5
> COCc1c(C(=O)N/N=C/c2cccc3ccccc23)nnn1-c1nonc1N
    -1%, -24%, 1%, -5%, -0.3%, -5%, -13%, i, 0.6
> O=C(O)CC(NC(=O)C12CC3CC(CC(C3)C1)C2)c1cc([N+](=O)[O-])ccc1Cl (centres undefined)
    -20%, -3%, 0%, -4%, -0.4%, 3%, -10%, i, 1.8
> Cc1ccc(-c2nc3ncccc3o2)cc1NC(=O)C(C)(C)C
    20%, 7%, -2%, -2%, 3.9%, 5%, 1%, i, -1.2
> Cc1nn(-c2ccccc2)c(C)c1C(=O)OC(C)C(=O)Nc1ccc(C(N)=O)cc1 (centres undefined)
    3%, 16%, 0%, -4%, -1.2%, 1%, 5%, i, -0.4
> O=C(Nc1ccccc1)Nc1ccc2ccccc2c1
    -18%, 7%, 3%, -2%, 0.2%, 8%, 21%, i, -2.6
> C/C(=N\N=c1/scc(C)n1Cc1ccco1)c1cccc([N+](=O)[O-])c1
    -11%, -6%, -12%, 0%, 15%, 4%, ?, i, 0.7
> O=S(=O)(N[C@@H]1C[C@H]2CC[C@@H]1C2)c1cccs1
    21%, 3%, 3%, -2%, -0.2%, -1%, -4%, i, -1.1
> CCN(C(=O)COC(=O)CCC1CCCC1)c1c(N)n(Cc2ccccc2)c(=O)[nH]c1=O
    -6%, -6%, -9%, 0%, -0.3%, -8%, 18%, i, -0.2
> Cc1[nH]c(=O)[nH]c(=O)c1S(=O)(=O)N1CCCCC1
    4%, -2%, -16%, 0%, -0.5%, -1%, 9%, i, 1.6
> COc1ccc(NC(=O)c2coc(=O)c3ccccc23)cc1OC
    -25%, nt, -8%, nt, 6.0%, nt, -19%, nt, nt
> COc1ccc(Nc2nc(OC)nc(N3CCN(c4ccc(OC)cc4)CC3)n2)cc1
    -13%, 0%, -2%, 2%, -0.1%, 7%, 18%, i, -2.3
> CC1(C)Oc2ccc3ccc(=O)oc3c2/C(=C/NCCO)C1=O
    6%, -15%, 0%, 0%, 0.7%, 2%, nt, i, 2.2

A portion of the library, so the mix of outcomes need not match the whole.
